NTR1 ag – agonists of NTR1, primary screen, imaging, U2OS cells, beta-arrestin-GFP, high content (AID 493036). Neurotensin receptor type 1 (Homo sapiens), P30989. NTR1-U2OS beta-arrestin-GFP spot imaging, agonist mode. activation, % at 20 µM. 0.17% of 330,000 active;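 active = activation at or above 40% of the spot to cytoplasm intensity ratio, with at least 20 cells analyzed; inconclusive = wells under 20 cells, flagged as cytotoxic or low count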;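 also: 0% = DMSO without peptide and 100% = 100 nM NTR1 peptide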
Target sequence (P30989 whole entry, looked up): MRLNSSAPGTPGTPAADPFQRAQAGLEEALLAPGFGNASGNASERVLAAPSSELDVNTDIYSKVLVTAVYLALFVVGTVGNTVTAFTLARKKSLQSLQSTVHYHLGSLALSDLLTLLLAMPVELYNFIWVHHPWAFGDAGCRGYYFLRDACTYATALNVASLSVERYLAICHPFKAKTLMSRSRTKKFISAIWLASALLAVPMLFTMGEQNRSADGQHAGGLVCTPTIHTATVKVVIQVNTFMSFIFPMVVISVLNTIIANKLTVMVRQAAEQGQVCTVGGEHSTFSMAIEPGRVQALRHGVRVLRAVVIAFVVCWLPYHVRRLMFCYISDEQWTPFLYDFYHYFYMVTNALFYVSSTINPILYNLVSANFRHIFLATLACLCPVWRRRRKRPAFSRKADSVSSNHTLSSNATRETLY
NS5 inhibitors – Dengue-2 NS5 methyltransferase inhibitors, primary screen, biochemical, confirmation dose response (AID 588689) | Dengue-2 NS5 methyltransferase capping enzyme assay, biochemical; higher % means a stronger effect | inhibition, % at 25 µM, or IC50 in µM where a hit was titrated | Genome polyprotein (Dengue virus type 2 (strain 16681-PDK53)) | 0.3% of 340,000 active; in the data active = a potency from the dose series; inconclusive = inhibition above about 29% without an active follow-up result
UTI89 phage lysis – inhibition of K1F phage lysis, E. coli UTI89, bacterial capsule biogenesis inhibitors, alamar blue (AID 488966). inhibition, % at 100 µM, or IC50 in µM where a hit was titrated. E. coli UTI89 K1F phage lysis, alamar blue, 2 h; higher % means a stronger effect. 0.02% of 340,000 active;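 active = phage lysis inhibition, versus mean bacterial control, above a set limit; inconclusive = no clear call, values can overlap the other calls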;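 also: capsule biogenesis inhibitors block K1F phage lysis so surviving cells raise fluorescence; higher fluorescence means more inhibition of phage lysis; actives were called in the ten point dose series up to 300 µM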
NTR1 ag cell count 20 µM – further read-out of NTR1 ag, marked with its call; cell count; measured here: cell count, cytotoxicity flag
Numbers without * were called inactive; ? = inconclusive; nt = no result given.

item | compound | NTR1 ag | NTR1 ag cell count 20 µM | NS5 inhibitors | UTI89 phage lysis
1 | Oc1ccc2c(c1)OCC1(O)Cc3cc(O)c(O)cc3C21 (stereo not drawn) | nt | nt | ? | 7.1%
2 | COc1cc([C@@H]2Oc3cc(C4Oc5cc(O)cc(O)c5C(=O)[C@H]4O)ccc3O[C@H]2CO)ccc1O (stereo partly drawn) | nt | nt | 1% | 6.6%
3 | N[C@@H](Cc1c[nH]c2ccc(O)cc12)C(=O)O | -0.9 | 64 | 1% | 2.1%
4 | NC1CCN(c2nc3c(cc2F)c(=O)c(C(=O)O)cn3-c2ccc(F)cc2F)C1 (stereo not drawn) | -1.5 | 47 | 3% | -12%
5 | COc1cc(-c2oc3cc(O)cc(O)c3c(=O)c2O[C@@H]2O[C@H](COC3O[C@@H](C)[C@H](O)[C@@H](O)[C@H]3O)[C@@H](O)[C@H](O)[C@H]2O)ccc1O (stereo partly drawn) | -2.6 | 53 | -10% | 2.3%
6 | CCc1ccc(CCOc2ccc(CC3SC(=O)NC3=O)cc2)nc1 (stereo not drawn) | 0.4 | 64 | -4% | 0.8%
7 | COc1ccc(-c2cc(=O)c3c(O)cc(OC4OC(COC5OC(C)C(O)C(O)C5O)C(O)C(O)C4O)cc3o2)cc1O (stereo not drawn) | -2.2 | 84 | -4% | 2.0%
8 | Cc1c(C(=O)O)c(O)cc2c1C(=O)c1c(O)c([C@@H]3O[C@H](CO)[C@@H](O)[C@H](O)[C@H]3O)c(O)c(O)c1C2=O | -2.8 | 85 | 3% | -1.9%
9 | COc1ccccc1N1CCN(CCCN=C2CC(=O)N(C)C(=O)N2C)CC1 | 3.1 | 63 | -7% | 3.3%
10 | CC12CCC(=O)C=C1CCC1C2CCC2(C)C1CCC2(O)C(=O)CO (stereo not drawn) | -1.1 | 65 | 1% | 2.9%

5 records drawn at random from the list so far:
item | compound | NTR1 ag | NTR1 ag cell count 20 µM | NS5 inhibitors | UTI89 phage lysis
5 | COc1cc(-c2oc3cc(O)cc(O)c3c(=O)c2O[C@@H]2O[C@H](COC3O[C@@H](C)[C@H](O)[C@@H](O)[C@H]3O)[C@@H](O)[C@H](O)[C@H]2O)ccc1O (stereo partly drawn) | -2.6 | 53 | -10% | 2.3%
10 | CC12CCC(=O)C=C1CCC1C2CCC2(C)C1CCC2(O)C(=O)CO (stereo not drawn) | -1.1 | 65 | 1% | 2.9%
4 | NC1CCN(c2nc3c(cc2F)c(=O)c(C(=O)O)cn3-c2ccc(F)cc2F)C1 (stereo not drawn) | -1.5 | 47 | 3% | -12%
9 | COc1ccccc1N1CCN(CCCN=C2CC(=O)N(C)C(=O)N2C)CC1 | 3.1 | 63 | -7% | 3.3%
1 | Oc1ccc2c(c1)OCC1(O)Cc3cc(O)c(O)cc3C21 (stereo not drawn) | nt | nt | ? | 7.1%

Results in sequence from the entries so far:
Compounds 6 to 10 in UTI89 phage lysis: 0.8%, 2.0%, -1.9%, 3.3%, 2.9%
Compounds 6 to 10 in NS5 inhibitors: -4%, -4%, 3%, -7%, 1%
Compounds 6 to 10 in NTR1 ag: 0.4, -2.2, -2.8, 3.1, -1.1

Bioassay records from PubChem.

Not all compounds are listed (hit frequency here may not be typical).
